FUS suppressor = FUS proteinopathy suppression in yeast. 0.24% of 390,000 active. S. cerevisiae FUS-expressing, growth rescue, OD600, 24 h. Potency, µM (doses to about 76.6 µM), without a hit: top-dose growth rescue (activation), hits mostly activators;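 further: plate controls were DMSO vehicle for no effect and reference control for full effect; nearly all actives have a fitted effect of over 55% in size; some results filed as inactive show a strong effect at the top dose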
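Compound concentration series was pinned onto galactose-induced FUS-expressing yeast seeded at OD 0.005. Plates sat 24hr at 30C; absorbance at 600 nm gave growth. DMSO served as background control.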
Abeta yeast res = restores growth of yeast expressing A-beta42 peptide. yeast expressing A-beta42, growth rescue, OD600, 48 h; response scale: 0% DMSO, 100% iron-clioquinol control. Potency, µM (highest dose often 46.1 µM), inactives show at the top dose growth rescue, actives largely listed as activators. 0.063% of 410,000 active; further: nearly all actives have a fitted effect of over 55% in size
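Yeast growth medium received pinned compounds, then yeast cells expressing toxic A-beta were added; plates incubated at 30 C for 48 hr. Growth read as absorbance at 600 nm, normalized to DMSO and equimolar FeCl3 plus clioquinol controls.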
An asterisk follows results filed as active; u = inconclusive; [ ] = remark or other dose. The call rests on the fitted dose curve; in most records, active means well fitted activation curve with a large enough effect; inconclusive means small, poorly fitted or top-dose-only effect; inactive means no such curve, though single readings can be large or run the other way. Potency means the concentration at half of the fitted maximal effect. An excerpt; the hit share may differ from the screen's.

SMILES	FUS suppressor	Abeta yeast res
COc1ccc(-c2ccc3c(N)c(C(=O)Nc4cc(F)ccc4C)sc3n2)cc1	11%	-14%
CN(C)c1ccc(C2CC(c3c(O)n(C4CCCCC4)c(=O)[nH]c3=O)=Nc3ccccc3S2)cc1 (stereo not drawn)	1%	1%
Cc1ccc(-c2nc(CCNC(=O)C(=O)Nc3ccc(C)c(Cl)c3)cs2)cc1	-1%	-2%
CCc1cccc(NC(=O)C2CCN(C(=O)c3cnn(-c4ccccc4)c3-n3cccc3)CC2)c1	u	1%
Cc1ccc(Cl)cc1NC(=O)CCc1c(C)nc2c3cccnc3nn2c1C	-13%	-6%
COc1ccc(C2=NC(c3ccccc3)=Nc3ccc(C)cc3N2)cc1	43%	-12%
Cc1cc(NCc2ccc(Cl)cc2)n2cnnc2n1	16%	-7%
CCc1ccccc1N(C)S(=O)(=O)c1ccc2c(c1)C(C)(C)C(=O)N2C	25%	-1%
CNS(=O)(=O)c1cn(CC(=O)Nc2ccc(OC)c(Cl)c2)cc1S(=O)(=O)NC	7%	-13%
COc1ccc(CNC(=O)C(Cc2ccccc2)NS(=O)(=O)c2ccc3c(c2)CCN3C(C)=O)cc1 (stereo not drawn)	u	-13%
Cc1ccc(NC(=O)CCc2nc(-c3ccccc3F)no2)c(C)c1	-4%	-11%
Cc1ccc(C)c(NC(=O)Cn2c(=O)n(Cc3ccco3)c(=O)c3oc4ccccc4c32)c1	13%	-5%
COc1ccc(Cl)cc1NC(=O)CCS(=O)(=O)c1cccc2nonc12	5%	-10%
CCC(=O)N1CCc2cc(S(=O)(=O)CCC(=O)Nc3ccc(Cl)c(C(F)(F)F)c3)ccc21	2%	-14%
CC(C)c1ccc(CN(Cc2ccco2)c2cnc(S(C)(=O)=O)nc2C(=O)Nc2ccc(F)cc2)cc1	u	10%
COc1ccc(C)cc1NS(=O)(=O)c1c(C)nc2sc(C)cn2c1=O	16%	-20%
Fc1ccc(Nc2ncnc3c2nc2n3CCCCC2)c(F)c1	11%	-7%
CNc1c(NC(=O)c2cc(OC)cc(OC)c2)c(=O)oc2ccccc12	-8%	0%
CC(=O)c1cccc(NC(=O)CSc2nc(=O)n(Cc3cccnc3)c3c2CCC3)c1	-1%	-3%
COC(=O)c1c(NC(=O)c2ccc(Cl)c(Cl)c2)sc2c1CCCC2	-6%	4%
Cc1ccc(C(=O)NCC(=O)OCc2cc(=O)n3nc(C4CCCCC4)sc3n2)cc1	4%	-3%
CC(C)c1ccc(NC(=O)c2cn(C3CCCC3)c(=O)c3c2c2ccccc2n3C)cc1	5%	-11%
COc1ccc(OC)c(CCNc2ncnc3onc(-c4ccc(F)cc4)c23)c1	37%	-25%
Cc1ccc2ncc(C(=O)Nc3cccc(C(F)(F)F)c3)c(=O)n2c1	-10%	-20%
CCOc1ccc(NC(=O)c2cc(S(=O)(=O)N3CCc4ccccc43)ccc2F)cc1	3%	-16%

The results go on.
SMILES	FUS suppressor	Abeta yeast res
Cc1ccc(C2CC(=O)n3nc(-c4ccc(F)cc4)nc3S2)cc1 (stereo not drawn)	11%	-11%
Cc1ccccc1NC(=O)CSc1nc(-c2ccco2)nc2cc(=O)[nH]n12	44%	-8%
Cc1ccc(C(=O)N2CCN(Cc3cc(=O)n4nc(-c5ccccc5)sc4n3)CC2)cc1	8%	-6%
Cc1ccc(-n2nc(CO)c(C(=O)NCc3ccccn3)n2)cc1	-4%	-2%
Cc1c(Nc2nc3ccccc3n3c(C)nnc23)cccc1C(=O)O	12%	-3%
Cc1ccc(NC(=O)c2sc(-n3nc(C)c(Cc4ccc5c(c4)OCO5)c3C)nc2C)cc1C	-15%	-9%
CC(C)NC(=O)c1ccc(Cn2c(=O)c3cccn3c3cccnc32)cc1	-9%	0%
CCOc1ccc(CNC(=O)CSc2c3c(nc4ccc(Cl)cc24)CCCC3)cc1	-6%	-7%
Cc1nn2c(=O)cc(COC(=O)c3cccc(NC(=O)CCc4ccccc4)c3)nc2s1	-7%	-12%
O=C(Nc1ccc(-c2nc3cc(NC(=O)c4ccccc4Cl)ccc3o2)cc1)c1ccccc1Cl	-6%	-14%
CC(C)c1ccc(NC(=O)CN2C=NS(=O)(=O)c3ccccc32)cc1	-1%	-13%
CCCCNC(=O)CCC1N=C2c3ccccc3N=C(SCC(=O)NCCc3ccc(OC)c(OC)c3)N2C1=O (stereo not drawn)	-5%	6%
COc1cc2c(cc1OC)C(c1ccc(F)cc1)N(c1ccccc1)C(=O)C2 (stereo not drawn)	27%	-23%
Cc1ccc(NC(=O)C(CC(C)C)NS(=O)(=O)c2ccc3c(c2)oc(=O)n3C)c(C)c1 (stereo not drawn)	8%	-12%
CCCCN(CC)CCCNC(=O)Nc1sc2nc3n(c(=O)c2c1C)CCC(C)CC3 (stereo not drawn)	19%	-7%
Cc1cccc(N2CCN(C(=O)c3c(C)oc4ncnc(N5CCCCC5)c34)CC2)c1C	10%	5%
CNC(=O)CCCN1C(=O)c2cccnc2Sc2ccccc21	-4%	-13%
COc1ccc(NC(=O)c2sc3nc[nH]c(=O)c3c2C)cc1Cl	-10%	-7%
Cc1ccccc1NC(=O)C1CCN(C(=O)c2ccc(F)cc2)CC1	-24%	8%
CC(C)(C)c1ccc(S(=O)(=O)N2CCC(Oc3ccc(-n4cnnn4)cc3)CC2)cc1	-3%	0%
Cc1ccc(Cl)cc1N1CCN(C(=O)CCSCc2ccccc2F)CC1	34%	22%
CCc1ccc(NC(=O)Nc2cn(C)c(=O)c3ccccc23)cc1	-12%	-15%
CCCN(CCC)C(=O)CSc1nnc2cc(C)c3ccccc3n12	-4%	12%
CC(C)(C)C1CCc2nc(NC(=O)Cc3ccc(Cl)cc3)sc2C1 (stereo not drawn)	-2%	u
COC(=O)C1=C(c2ccccc2)c2ccccc2S(=O)(=O)N1CC(=O)Nc1ccccc1Cl	21%	-1%

An excerpt of these results, as labelled records.
SMILES: COc1cc2c(cc1OC)C(c1ccc(F)cc1)N(c1ccccc1)C(=O)C2 (stereo not drawn)
  FUS suppressor: 27%	Abeta yeast res: -23%

SMILES: Cc1ccc(C2CC(=O)n3nc(-c4ccc(F)cc4)nc3S2)cc1 (stereo not drawn)
  FUS suppressor: 11%	Abeta yeast res: -11%

(list continues)
SMILES	FUS suppressor	Abeta yeast res
Fc1cccc(CSc2ccc(-c3cccs3)nn2)c1	-6%	-1%
Cc1ccc2c(CC(=O)N(Cc3ccc(N(C)C)cc3)Cc3ccco3)coc2c1C	41%	21%
COc1ccccc1CNC(=O)Cn1ncc2c(=O)oc3ccc(C)cc3c21	-40%	6%
CCOc1ccccc1NC(=O)CSc1c2c(nc3ccc(Cl)cc13)CCCC2	19%	8%
Cc1ccccc1-c1noc(-c2ccccc2OCC(=O)Nc2cccc([N+](=O)[O-])c2)n1	15%	-14%
CN(C1CCCCC1)S(=O)(=O)c1ccc2c(c1)c(=O)c(C(=O)NCCc1ccc(Cl)cc1)cn2C	-1%	0%
Fc1ccc(Br)cc1C1C=C(c2ccc(Br)cc2)Nc2nnnn21 (stereo not drawn)	6%	-17%
CCc1ccc(C2c3c(-c4cc(C)ccc4O)n[nH]c3C(=O)N2CCO)cc1 (stereo not drawn)	-14%	-8%
COc1ccc(Cn2ccc3nc(C)c(C(=O)Nc4ccc(OC)c(OC)c4)cc3c2=O)cc1	-9%	3%
COc1ccc(C(=O)Nc2nc3nc(C)c(Cc4ccccc4)c(=O)n3[nH]2)cc1OC	2%	-20%
COC(=O)c1ccc(C2Nc3c(C)cc(C)cc3C3C=CCC32)cc1 (stereo not drawn)	11%	-15%
Cc1cc(Br)ccc1NC(=O)C1(S(=O)(=O)c2ccc(Cl)cc2)CC1	-25%	0%
COc1ccc(CNC(=O)C2CCN(C(=O)c3ccc(-n4ccc5ccccc54)s3)CC2)cc1	5%	-14%
COc1ccccc1C(=O)NCCn1cc(SCC(=O)Nc2ccccc2F)c2ccccc21	u	-10%
Cc1nn(Cc2ccc(Cl)c(Cl)c2)c(C)c1NC(=O)c1noc2c1CCc1ccccc1-2	-8%	-8%
CCCCCOc1ccc(C(=O)N(Cc2ccccc2)C2CCS(=O)(=O)C2)cc1 (stereo not drawn)	u	4%
CCOc1ccc(CN2C(=O)c3ccccc3Sc3ccc(C(=O)NC)cc32)cc1	0%	2%
Cc1cccc(-c2nc(SCC(=O)Nc3cccc(C(F)(F)F)c3)n3[nH]c(=O)cc3n2)c1	23%	-15%
Cc1ccc(C)c(NC(=O)C(C)n2c(=O)cc(C(F)(F)F)c3c(C)nn(C)c32)c1 (stereo not drawn)	-4%	-12%
CCc1ccc(NC(=O)CSc2nnc3[nH]c(=O)cc(-c4ccccc4)n23)cc1	u	-1%
CCC(=O)N1c2ccccc2CC1C(=O)NCCN1CCN(c2cccc(Cl)c2)CC1 (stereo not drawn)	2%	-1%
O=C(C1CCN(S(=O)(=O)c2cccs2)CC1)N1CCN(c2ccccc2F)CC1	19%	-12%
COc1ccc2c(CC(=O)Nc3ccc(C)cc3)coc2c1	17%	9%
O=C(c1ccccc1Cl)N1CCCCC1CCN1CCCCC1 (stereo not drawn)	9%	-17%
COc1ccccc1NC(=O)c1cc2c([nH]c1=O)CC(C)(C)CC2=O	-4%	23%

The list goes on.
SMILES	FUS suppressor	Abeta yeast res
O=c1c2c(-c3ccc(Cl)cc3)ccnc2[nH]n1-c1ccccc1	-1%	-12%
CCCSc1nc(-c2ccccc2)[nH]c1S(=O)(=O)c1ccc(C)cc1	-10%	6%
COc1ccc(Cl)cc1C1CC(=O)Nc2cc3c(cc21)OCCO3 (stereo not drawn)	-15%	4%
COc1ccc(C2CC(=O)Nc3c2c(=O)[nH]c2nc4ccccc4n32)cc1OC (stereo not drawn)	-5%	-2%
COc1cc(OC)c(NC(=O)C2=C(C)C(=O)OC23CCCCC3)cc1Cl	-4%	-9%
CCOC(=O)c1cc(-c2ccc(F)cc2)n(CC(=O)NC2CCCCC2)c1C	-6%	-4%
CCOc1ccc2c(c1)NC(c1ccc(OCC)c(OCC)c1)=NC(c1ccc(F)cc1)=N2	u	-4%
Cc1ccc(C)c(N2CCN(Cc3csc(C)c3)CC2)c1	-17%	-4%
Cc1cc(C)c2c(=O)c3c(oc2c1)C(=O)N(CCCOC(C)C)C3c1ccccc1F (stereo not drawn)	-11%	-5%
Cc1ccc(/C=C/c2nc3ccccc3n2S(=O)(=O)c2ccc(Br)cc2)cc1	7%	-69%[inhibitor]
Cc1ccc2oc3c(c(=O)c2c1)C(c1ccc([N+](=O)[O-])cc1)N(CCCN1CCOCC1)C3=O (stereo not drawn)	7%	3%
Cn1cc(C(=O)NCCc2ccc(Cl)cc2)c(=O)c2cc(S(=O)(=O)N3CCOCC3)ccc21	-2%	-11%
Cc1cccc(NC(=O)c2c(NC(=O)c3ccco3)sc3c2CCC(C)C3)c1 (stereo not drawn)	-17%	2%
CCOc1ccc(-n2c(SCC(=O)NC3CCCCC3)nc3c([nH]c4ccccc43)c2=O)cc1	-8%	-9%
O=C(Cn1c(=O)n(-c2ccc(F)cc2)c(=O)c2sc3ccccc3c21)NC1CCCC1	-23%	-16%
CCOc1ccc(CNCc2c(C(=O)O)n(Cc3ccc(OC)cc3)c3ccccc23)cc1	30%	-7%
Cc1coc2c(C)c3oc(=O)c(CC(=O)N4CCCCC4)c(C)c3cc12	-25%	6%
Cc1ccc(C(=O)COC(=O)CCC(=O)Nc2ccc(Oc3cc(C)ccc3C(C)C)cc2)cc1	43%	16%
CCOc1ccccc1NC(=O)N1CCCn2nc(C)cc21	14%	-8%
Cc1ccc(CNC(=O)CCCCn2c(=O)c3ccccc3n(Cc3ccc(C)cc3)c2=O)cc1	3%	5%
COc1ccccc1NC(=O)c1cc2cc3ccc(OC)c(Cl)c3nc2s1	-19%	-3%
COc1ccc(CNC(=O)c2cc3c(=O)n(C)c4ccccc4c3n2C)c(OC)c1	-16%	-8%
COc1cccc(/C=C/c2nc(C#N)c(NCCc3ccccc3)o2)c1	-8%	-9%
COc1ccc(NC(=O)C(NS(=O)(=O)c2cccc3nsnc23)c2ccccc2)cc1 (stereo not drawn)	6%	-9%
COc1ccc(CCNC(c2ccc(F)cc2)c2nnc(-c3ccccc3Cl)o2)cc1OC (stereo not drawn)	u	-4%
CC1(c2ccccc2)CC(C)(C)N(C(=O)c2cccc(Cl)c2)c2ccccc21 (stereo not drawn)	5%	-20%

In the list so far, eleven contain a thiophene ring, fused or not:
SMILES	FUS suppressor	Abeta yeast res
COc1ccc(-c2ccc3c(N)c(C(=O)Nc4cc(F)ccc4C)sc3n2)cc1	11%	-14%
COC(=O)c1c(NC(=O)c2ccc(Cl)c(Cl)c2)sc2c1CCCC2	-6%	4%
CCCCN(CC)CCCNC(=O)Nc1sc2nc3n(c(=O)c2c1C)CCC(C)CC3 (stereo not drawn)	19%	-7%
COc1ccc(NC(=O)c2sc3nc[nH]c(=O)c3c2C)cc1Cl	-10%	-7%
Fc1cccc(CSc2ccc(-c3cccs3)nn2)c1	-6%	-1%
COc1ccc(CNC(=O)C2CCN(C(=O)c3ccc(-n4ccc5ccccc54)s3)CC2)cc1	5%	-14%
O=C(C1CCN(S(=O)(=O)c2cccs2)CC1)N1CCN(c2ccccc2F)CC1	19%	-12%
Cc1ccc(C)c(N2CCN(Cc3csc(C)c3)CC2)c1	-17%	-4%
Cc1cccc(NC(=O)c2c(NC(=O)c3ccco3)sc3c2CCC(C)C3)c1 (stereo not drawn)	-17%	2%
O=C(Cn1c(=O)n(-c2ccc(F)cc2)c(=O)c2sc3ccccc3c21)NC1CCCC1	-23%	-16%
COc1ccccc1NC(=O)c1cc2cc3ccc(OC)c(Cl)c3nc2s1	-19%	-3%
